Screens from PubChem BioAssay.
Cardio protect – cardioprotection against H2O2-induced cell death, primary screen, uHTS, H9c2 cells, ATPLite luminescence. protection from H2O2 cell death, % at 20 µM. H9c2 cardiomyocytes, H2O2 injury protection, 2 h. 360,000 compounds, 0.63% hits;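 active = compounds giving at least 50% protection of heart cells from peroxide-induced death in the single-dose screen, raw or plate-pattern-corrected value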;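 note: 0% = DMSO wells with peroxide and 100% = DMSO wells without peroxide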
hiPSC survival – enhancers of single-cell hiPSC survival, primary screen, ATPlite luminescence | survival enhancement, % at 20 µM | 360,000 compounds, 0.044% hits | 100% = ROCK inhibitor wells, 0% = DMSO | AID 602274, 2012; in the data active = survival enhancement above about 18%;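 note: cells exposed to compounds for 16 hours before the ATP read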
Peg3 prom inh – Peg3 promoter-driven luciferase inhibitors, primary screen, cell-based, HeLa, luciferase luminescence. HeLa PEG-Prom luciferase reporter, overnight. inhibition, % at 20 µM. 360,000 compounds, 1.7% hits;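 active = inhibition of at least 50% at 20 µM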
HIF-2a block – HIF-2a reporter inhibitors, primary screen, luminescence, 786-0 RCC cells. 786-0 RCC cells HIF-2a reporter, luciferase luminescence, overnight. inhibition, % at 18.8 µM. 360,000 compounds, 0.72% hits;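 active = inhibition of the luminescence signal of 40% or more relative to plate controls, in a single-dose primary screen at 18.75 µM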
NR2E3 ag-1 – inhibitors of NR2E3-RetCOR corepressor binding, primary screen, NR2E3 agonist project, biochemical, TR-FRET, GST-NR2E3, biotin-RetCOR; Photoreceptor-specific nuclear receptor (Homo sapiens), Q9Y5X4; 1536-well; inhibition of corepressor binding, % at 4.78 µM; 320,000 compounds, 0.12% hits; AID 2300, 2010;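 active = percent inhibition above the cutoff of mean plus 3 SD of all tested compounds, set per screening campaign, cut at about 20% in these data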;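 note: 0% = DMSO wells and 100% = biotin wells as full block of FRET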
Target sequence (Q9Y5X4 whole entry, looked up): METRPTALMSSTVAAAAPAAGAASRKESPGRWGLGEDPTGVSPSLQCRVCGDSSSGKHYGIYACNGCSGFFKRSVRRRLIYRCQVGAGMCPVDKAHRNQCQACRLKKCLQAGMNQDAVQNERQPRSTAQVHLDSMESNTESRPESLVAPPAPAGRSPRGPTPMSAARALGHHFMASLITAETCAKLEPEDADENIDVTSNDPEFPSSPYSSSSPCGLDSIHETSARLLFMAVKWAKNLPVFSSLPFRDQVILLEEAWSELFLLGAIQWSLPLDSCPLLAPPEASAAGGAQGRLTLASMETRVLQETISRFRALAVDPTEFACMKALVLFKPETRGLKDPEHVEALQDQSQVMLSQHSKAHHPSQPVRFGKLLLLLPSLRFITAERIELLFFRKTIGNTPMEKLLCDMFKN
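system = GST-tagged NR2E3 plus biotinylated RetCOR corepressor | input = 1.35 nM GST-NR2E3 | also added = 7 nM biotin-RetCOR | schedule = 5 h incubation at 4 °C | measured by = TR-FRET with europium anti-GST and streptavidin-D2, 340 nm excitation | read-out = percent loss of FRET ratio relative to control wells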
Shn3 inh set2 – reduction of Shn3 3'UTR firefly luciferase signal, primary screen, Schnurri-3 inhibitor project, cell-based, Clone20 osteoblasts, set 2; 360,000 compounds, 0.52% hits; inhibition, % at 12.5 µM; AID 588674, 2011; Clone20 osteoblast Shn3 3'UTR firefly luciferase, 24 h;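 active = mean inhibition of at least 75% with every replicate also reaching 75%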;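 note: 0% = median of neutral control wells and 100% = pilot-screen positive control compound; some compounds past the cut are filed as inactive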
NR2E3 ag-2 – NR2E3 agonists in two-hybrid cells, primary screen, cell-based, luminescence, CHO-S, Gal4-NCOR/VP16-NR2E3 | luciferase | AID 602229, 2012 | inhibition of corepressor binding, % at 3.98 µM | 360,000 compounds, 0.35% hits;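 active = inhibition above the mean of all tested compounds plus 3 SD, cut at about 70% in these data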;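 note: 0% = DMSO with NR2E3 transfected cells and 100% = cells lacking NR2E3 construct; higher means lower luciferase signal from less NR2E3 corepressor binding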
CaV13 ICDI inh – Disruptors of the CACNA1D IQ motif to Ca2+-dependent inactivation inhibitor domain association, primary screening, Förster resonance energy transfer in intact living …; HEK cells, CFP/YFP FRET ICDI-IQ, plate reader, 10 min; percent FRET-ratio fall versus neutral wells; inhibition, % at 12.3 µM; 340,000 compounds, 0.098% hits; AID 743397;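 active = mean replicate inhibition of at least 30% and at least 1% of replicates passing that level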;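 note: 0% = median of the neutral control wells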
MITF TRPM1 inh – inhibitors of MITF-dependent TRPM1 promoter reporter, primary screen, cell-based, SK-MEL-5, single point, luciferase | SK-MEL-5 TRPM1 promoter luciferase, 24 h | 330,000 compounds, 0.83% hits | inhibition, % at 12.5 µM;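 active = mean inhibition across replicates of 60% or more, whatever share of single replicates reaches that level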; note: values of inactives mirror those of a sister screen read the other way
HTR2A ag – mouse Htr2a agonists via beta-arrestin recruitment, primary screen, cell-based, luminescence; CHO-K1 mHTR2A beta-arrestin complementation; percent of 30 µM serotonin response; 360,000 compounds, 0.66% hits; activation, % at 7.6 µM; 5-hydroxytryptamine receptor 2A (Mus musculus), P35363; AID 624169, 2012;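 active = activation above a run cutoff, the mean activation of all tested compounds plus 3 SD, cut at about 14% in these data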;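 note: 0% = plate median of compound wells and 100% = 30 µM serotonin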
PDI turbidity – inhibitors of human PDI, primary screen, biochemical, turbidity, single point, plate reader. Protein disulfide-isomerase (Homo sapiens), P07237. PDI insulin aggregation turbidity, A650, 90 min. inhibition, % at 10 µM. 350,000 compounds, 0.052% hits;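 active = mean inhibition across replicates of 30% or more, whatever share of single replicates reach that level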;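 note: absorbance from insulin aggregation driven by PDI reduction with DTT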
Target sequence (P07237 whole entry, looked up): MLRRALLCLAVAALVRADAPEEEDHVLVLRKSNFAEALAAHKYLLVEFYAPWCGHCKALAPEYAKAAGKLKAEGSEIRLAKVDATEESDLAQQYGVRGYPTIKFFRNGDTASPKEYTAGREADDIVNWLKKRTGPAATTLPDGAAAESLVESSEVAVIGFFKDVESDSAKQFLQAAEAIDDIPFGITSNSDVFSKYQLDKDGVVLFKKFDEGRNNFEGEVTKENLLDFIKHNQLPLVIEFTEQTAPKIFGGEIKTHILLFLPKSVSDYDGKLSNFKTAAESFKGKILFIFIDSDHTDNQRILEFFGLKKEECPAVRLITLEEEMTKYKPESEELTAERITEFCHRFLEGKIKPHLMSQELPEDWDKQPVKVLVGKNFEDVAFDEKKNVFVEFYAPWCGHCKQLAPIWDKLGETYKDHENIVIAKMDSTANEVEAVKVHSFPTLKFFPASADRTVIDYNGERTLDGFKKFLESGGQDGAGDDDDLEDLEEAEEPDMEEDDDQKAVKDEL
Numbers without * were called inactive; x = no result given.

1) Cn1c2ccccc2c(=O)c2c(=O)n(-c3ccc(F)cc3)c(-c3cccs3)nc21
2) CC(=O)Nc1ccc(/C=C(\C#N)C(=O)NC2CCCCC2)cc1
3) CCN(CC)c1ccc(NC(=O)c2cnccn2)cc1S(=O)(=O)Nc1ccc(OC)cc1
4) COc1ccc(Nc2sc(C(=O)c3ccc(Cl)cc3)c(N)c2C(=O)Nc2ccccc2OC)cc1
5) Cn1c(CCNC(=O)C2CCCCC2)nc2cc([N+](=O)[O-])ccc21
6) CC(NC(=O)COC(=O)CCc1nc(=O)c2ccccc2n1C)c1ccccc1 (centres undefined)

assay / compound	1	2	3	4	5	6
Cardio protect	25	9	-3	-15	2	1
hiPSC survival	0.4	-2.4	-0.7	1.3	-0.2	-0.4
Peg3 prom inh	-9	-6	33	26	6	-2
HIF-2a block	-41	13	23	-18	16	26
NR2E3 ag-1	1	0	-1	-5	4	3
Shn3 inh set2	-28	1	24	13	5	3
NR2E3 ag-2	-17	38	-11	-7	-28	-11
CaV13 ICDI inh	-5	-3	-17	-6	0	-5
MITF TRPM1 inh	-13	6	-4	18	7	-4
HTR2A ag	-1	-2	-5	4	-7	1
PDI turbidity	-2	-7	11	3	-3	0

7) Nc1ncnc(N(c2ccccc2)C2CCCCC2)c1[N+](=O)[O-]
8) Cc1[nH]n(-c2ccc([N+](=O)[O-])cc2)c(=O)c1C=NCCN1CCN(C(=O)c2ccc(Br)cc2)CC1
9) O=C(Nc1nc2ccccc2n1CCN1CCOCC1)c1ccc(Cn2cc([N+](=O)[O-])cn2)o1
10) COc1ccc([N+](=O)[O-])cc1NC(=O)C1CCCNC1=O (centres undefined)
11) O=C(COC(=O)c1ccc2ccccc2c1O)NCC(F)(F)F
12) O=C(CSc1nc(-c2ccc(F)cc2)cc(C(F)(F)F)n1)NCc1cccs1

assay / compound	7	8	9	10	11	12
Cardio protect	-4	-17	12	-2	-3	-5
hiPSC survival	0.2	-2.2	0.7	-0.4	-0.6	0.6
Peg3 prom inh	4	1	5	0	-69	2
HIF-2a block	20	-24	17	-1	-54	13
NR2E3 ag-1	6	5	-1	0	-4	-4
Shn3 inh set2	9	22	10	7	0	-7
NR2E3 ag-2	-35	-18	-18	16	-19	-20
CaV13 ICDI inh	-9	-5	-9	-5	-7	-7
MITF TRPM1 inh	-10	3	-7	1	-1	-4
HTR2A ag	-1	-4	-3	-5	-2	-4
PDI turbidity	-11	-22	-1	9	2	2

13) Cc1ccc(SCCCCN2C(=O)NC(C)(C)C2=O)cc1
14) COc1ccc(C(=O)NC(=S)Nc2ccc(N3CCCC3)cc2)cc1
15) O=C(C1CCN(c2ncnc3c2sc2cccc(F)c23)CC1)N1CCOCC1
16) CCC(C)(C(=O)NC1CCCC1)N(C(=O)CNC(C)=O)c1ccccc1 (centres undefined)
17) CCCn1c(/C=C/c2cc[n+](C)cc2)nc2ccccc21
18) CC(=O)N1CC=CC1(CC(C)C)C(=O)NCCc1c[nH]c2ccccc12 (centres undefined)

assay / compound	13	14	15	16	17	18
Cardio protect	1	-8	-17	-3	5	2
hiPSC survival	1.5	1.4	1.0	0.2	0.3	1.1
Peg3 prom inh	-24	-3	-20	9	2	-41
HIF-2a block	-16	-3	8	5	12	-33
NR2E3 ag-1	0	2	1	-3	3	3
Shn3 inh set2	21	-77	14	12	7	3
NR2E3 ag-2	-22	-10	11	-8	-12	5
CaV13 ICDI inh	-5	1	-7	x	-109	-3
MITF TRPM1 inh	-5	3	18	-6	18	x
HTR2A ag	-4	-1	7	-3	2	3
PDI turbidity	-5	-10	-2	-2	8	-5

19) COc1ccc2oc(C(=O)OCC(=O)NC3CC3)c(C)c2c1
20) C1CCC(n2nnnc2CN2CCCC2)CC1
21) COCC(=O)N(C)C[C@H]1Oc2cc(Br)ccc2S(=O)(=O)N([C@H](C)CO)C[C@H]1C
22) CCOc1ccc(CC(=O)Nc2ccc(NC(=O)c3ccco3)cc2)cc1OCC
23) C=CCNCC(=O)Nc1sc2c(c1C(=O)Nc1ccc(OC)cc1OC)CCC2
24) Cc1nnc(SCc2ccccc2)nc1-c1ccccc1

assay / compound	19	20	21	22	23	24
Cardio protect	-4	4	2	-10	6	-13
hiPSC survival	-0.3	1.9	-0.1	0.0	1.2	-3.0
Peg3 prom inh	-24	-5	0	-3	2	-219
HIF-2a block	-74	7	-6	-9	6	-251
NR2E3 ag-1	1	2	x	x	-3	4
Shn3 inh set2	-8	-9	-6	17	23	-85
NR2E3 ag-2	-34	-4	-17	-7	-3	-109
CaV13 ICDI inh	-12	-6	-2	-5	5	-6
MITF TRPM1 inh	-12	11	x	1	-8	-85
HTR2A ag	1	-1	2	4	6	-7
PDI turbidity	-12	-1	-1	14	2	-4

25) Cc1ccc(Cn2c(=O)n(CCC(=O)NCc3ccc4c(c3)OCO4)c(=O)c3ccccc32)cc1
26) COc1ccc(OC)c(-n2c(N)c(C(=O)NCC3CCCO3)c3nc4ccccc4nc32)c1 (centres undefined)
27) Fc1ccc(CSc2nnc(-c3cccnc3)o2)cc1
28) O=C(COC(=O)CNS(=O)(=O)c1ccc(F)c(F)c1F)NC1CCCC1
29) O=C(Cn1cnc2ccccc2c1=O)c1c[nH]c2ccccc12
30) O=C(COC(=O)c1ccc(F)cc1)NC1CC1

assay / compound	25	26	27	28	29	30
Cardio protect	11	27	2	-1	2	3
hiPSC survival	-1.8	-3.4	6.0	-0.2	9.7	-0.3
Peg3 prom inh	13	18	-77	-7	-7	-5
HIF-2a block	2	14	-89	5	-15	0
NR2E3 ag-1	-2	x	5	2	-1	-2
Shn3 inh set2	30	-7	-8	-12	13	-7
NR2E3 ag-2	-5	-10	-25	-20	0	3
CaV13 ICDI inh	-3	3	2	-6	-4	-2
MITF TRPM1 inh	4	-8	-18	7	7	7
HTR2A ag	5	2	2	-9	1	-1
PDI turbidity	3	10	-5	-1	7	-1

31) CC(C)c1ccc(CN2CCN(C(=O)CCl)CC2)cc1
32) CCN(CC)S(=O)(=O)c1ccc(N(C)Cc2cccnc2)nc1
33) Cc1ccc(-c2nn3cnnc3c3ccccc23)cc1C
34) Cc1nc2cc(NC(=O)Nc3cccc([N+](=O)[O-])c3)ccc2n1C
35) CC1(C(=O)NCCCNc2ncc(C(F)(F)F)cc2Cl)C=CCN1C(=O)c1ccccc1 (centres undefined)
36) CC1(c2cccc(Br)c2)NC(=O)N(CC(=O)N2CCN(C(=O)c3ccco3)CC2)C1=O (centres undefined)

assay / compound	31	32	33	34	35	36
Cardio protect	-8	-4	-5	-16	-1	0
hiPSC survival	-2.7	4.1	-1.6	-0.7	1.3	-0.6
Peg3 prom inh	45	12	12	-248	-59	-3
HIF-2a block	-10	13	-5	-221	-146	18
NR2E3 ag-1	x	-1	0	4	2	1
Shn3 inh set2	11	1	0	-45	1	10
NR2E3 ag-2	21	-3	-1	-102	-81	-15
CaV13 ICDI inh	-2	-1	-6	-2	-9	-7
MITF TRPM1 inh	19	2	-1	-67	-13	10
HTR2A ag	1	4	-2	0	1	-7
PDI turbidity	-6	-9	-6	-6	-7	-4

Some entries already given, reduced to Peg3 prom inh, MITF TRPM1 inh and PDI turbidity:
item	Structure	Peg3 prom inh	MITF TRPM1 inh	PDI turbidity
32	CCN(CC)S(=O)(=O)c1ccc(N(C)Cc2cccnc2)nc1	12	2	-9
33	Cc1ccc(-c2nn3cnnc3c3ccccc23)cc1C	12	-1	-6

(further entries)
37) CC1CCCCC12NC(=O)N(CC(=O)N1CCN(C(=O)c3ccco3)CC1)C2=O (centres undefined)
38) COC(=O)CSC1=C(C#N)C(c2cccc(F)c2)CC(=O)N1 (centres undefined)
39) Cc1ccc(Nc2ncccc2C(=O)NCc2cccs2)c(C)c1
40) COc1ccc(CN2CCN(C(=O)c3ccc4c(c3)CCC4)CC2)cc1OC
41) COc1ccc(NC(=O)CN(C)S(=O)(=O)c2ccc(C)cc2)c([N+](=O)[O-])c1
42) Cc1oc(/N=C/c2ccc(Cl)cc2Cl)c(C#N)c1C

assay / compound	37	38	39	40	41	42
Cardio protect	2	4	-9	0	-5	-2
hiPSC survival	-0.1	0.2	2.8	0.2	2.2	-3.4
Peg3 prom inh	-8	23	-4	-4	9	5
HIF-2a block	-9	12	-24	7	17	-3
NR2E3 ag-1	3	3	0	x	-1	x
Shn3 inh set2	-8	10	-10	-6	-3	3
NR2E3 ag-2	-4	-24	10	-47	17	-25
CaV13 ICDI inh	-7	-1	-4	-14	-3	-5
MITF TRPM1 inh	0	2	-14	6	8	-1
HTR2A ag	2	-1	-8	-16	-1	-1
PDI turbidity	-4	11	-9	-5	-1	1

Structural class, the compounds so far with a CF3 group.
11) O=C(COC(=O)c1ccc2ccccc2c1O)NCC(F)(F)F
12) O=C(CSc1nc(-c2ccc(F)cc2)cc(C(F)(F)F)n1)NCc1cccs1
35) CC1(C(=O)NCCCNc2ncc(C(F)(F)F)cc2Cl)C=CCN1C(=O)c1ccccc1 (centres undefined)

assay / compound	11	12	35
Cardio protect	-3	-5	-1
hiPSC survival	-0.6	0.6	1.3
Peg3 prom inh	-69	2	-59
HIF-2a block	-54	13	-146
NR2E3 ag-1	-4	-4	2
Shn3 inh set2	0	-7	1
NR2E3 ag-2	-19	-20	-81
CaV13 ICDI inh	-7	-7	-9
MITF TRPM1 inh	-1	-4	-13
HTR2A ag	-2	-4	1
PDI turbidity	2	2	-7

Next entries.
43) COC(=O)Nc1nnc(/C=C/c2ccc(OC)cc2)s1
44) Cc1ccsc1C(=O)OCC(=O)NC1CCCCC1C (centres undefined)
45) COc1ccccc1CN1CCN(Cc2nc(Cc3ccccc3)no2)CC1
46) COc1ccccc1/C=C1\SC(=S)N(CCC(=O)NNC(=O)c2ccccc2O)C1=O
47) O=C(Nc1cccc(S(=O)(=O)NC2=NCCC2)c1)c1cn(-c2ccccc2)nc1-c1ccc(F)cc1
48) COCCSc1ccccc1C(=O)N1CCN(c2ccccc2OC)CC1

assay / compound	43	44	45	46	47	48
Cardio protect	-5	-2	-1	60*	11	20
hiPSC survival	-1.2	0.5	1.6	0.2	0.2	-0.6
Peg3 prom inh	-148	-33	10	31	-42	16
HIF-2a block	-144	-9	11	26	-36	12
NR2E3 ag-1	0	0	0	2	x	-4
Shn3 inh set2	-34	-19	24	-1	9	-15
NR2E3 ag-2	-89	15	-6	1	2	-19
CaV13 ICDI inh	-3	-5	9	x	-5	-4
MITF TRPM1 inh	-48	-25	6	23	-40	-5
HTR2A ag	3	8	3	11	-7	1
PDI turbidity	8	9	7	-4	2	10

The order is random; 3.9% or so of the library scored in one or more.
